# Compound activity as filed in PubChem.
# aGlu spleen mod: inhibits or activates alpha-glucosidase in human spleen homogenate. AID 2112. P10253. human spleen homogenate, 4-MU-alpha-glucoside fluorescence. Potency, µM (doses to about 79.9 µM), inactives show at the highest dose activity change, negative = inhibition, actives largely listed as inhibitors. 0.006% of 240,000 active;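 note: 0% = enzyme with vehicle and -100% = no enzyme basal signal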
#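 AC50 values come from Hill-equation fits of concentration-response data, normalized to no-enzyme and full-activity controls. Enzyme source: 1 ug human spleen homogenate; 1 mM fluorogenic 4-MU glucoside, pH 5.0 citrate buffer, 37 C, 40 min.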
# GAA inh: blocks human lysosomal alpha-glucosidase; purified human GAA, 4-MU-alpha-glucoside fluorescence; P10253; 0.005% of 200,000 active; Potency, µM (series often up to 76.9 µM), inactives show top-dose activity change, negative = inhibition, actives largely listed as inhibitors;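 note: plate controls were uninhibited enzyme wells for no effect and no-enzyme background for full effect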
#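 Human alpha-glucosidase, 4 nM, pre-mixed with test compounds before 400 uM 4-methylumbelliferyl substrate; 20 min room temperature at pH 5.0. Fluorescence read after pH 10 stop; AC50 values from Hill-equation fits.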
# GAA glycogen mod: alters human alpha-glucosidase cleavage of glycogen; P10253; AID 2100; recombinant GAA, glycogen substrate, Amplex Red glucose oxidase fluorescence; 0.38% of 300,000 active; Potency, µM (highest dose often 76.4 µM), without a hit: at the highest dose activity change, negative = inhibition, most hits filed as inhibitors;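 note: 0% = full enzyme reaction and -100% = no-enzyme basal signal; the screen sought inhibitors and activators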
#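 Recombinant human alpha-glucosidase (4 nM final) hydrolysed bovine liver glycogen (30 ug) for 40 min at 37 C in pH 5.0 citrate/phosphate with 0.01% Tween-20. Released glucose detected by glucose oxidase/Amplex Red, Ex 573/Em 610 nm. Compounds up to 77 uM; AC50 from Hill fits.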
# TRb SRC2 PPI: inhibitors of human thyroid hormone receptor beta-SRC2 interaction | P10828 | TRbeta-SRC2 peptide binding, fluorescence polarization; receptor liganded with 1 µM T3 | Potency, µM (series often up to 106 µM), for inactives: at the highest dose activity change, negative = inhibition, actives largely listed as inhibitors | 0.065% of 280,000 active;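 note: plate controls were bound peptide for no effect and peptide without receptor for full effect; nearly all actives have a fitted effect of over 50% in size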
#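 Each compound concentration gave % activity, normalized to unbound and bound Texas Red SRC2 controls, from polarization read after 5 hr ambient incubation with T3-loaded human TRb LBD.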
# L3MBTL1 inh: L3MBTL1 (human) inhibition; AID 485360; 0.66% of 230,000 active; Potency, µM (titrated, usually from 57.1 µM), for the others: at the highest dose activity, negative = inhibition, hits mostly inhibitors; AlphaScreen L3MBTL1–H3K9me1 peptide binding; note: nearly all actives have a fitted effect of over 60% in size
#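 AlphaScreen proximity signal between nickel-chelate acceptor and streptavidin donor beads (final 10 ug/mL) reports binding of 50 nM L3MBTL1 to 75 nM biotin-H3 K9me1 peptide; complex incubated with compounds 30 min at room temperature; cefsulodin titration as control.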
# RECQ1 inh: inhibitors of human RECQ1 DNA helicase. P46063. RECQ1 DNA unwinding, red fluorescence kinetic read. Potency, µM (highest dose often 57.3 µM), for the others: at the top dose activity, negative = inhibition, most hits filed as inhibitors. 0.54% of 240,000 active. AID 2549;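 note: plate controls were vehicle for no effect and no enzyme for full effect; nearly all actives have a fitted effect of over 30% in size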
# Target sequence (P46063 whole entry, looked up): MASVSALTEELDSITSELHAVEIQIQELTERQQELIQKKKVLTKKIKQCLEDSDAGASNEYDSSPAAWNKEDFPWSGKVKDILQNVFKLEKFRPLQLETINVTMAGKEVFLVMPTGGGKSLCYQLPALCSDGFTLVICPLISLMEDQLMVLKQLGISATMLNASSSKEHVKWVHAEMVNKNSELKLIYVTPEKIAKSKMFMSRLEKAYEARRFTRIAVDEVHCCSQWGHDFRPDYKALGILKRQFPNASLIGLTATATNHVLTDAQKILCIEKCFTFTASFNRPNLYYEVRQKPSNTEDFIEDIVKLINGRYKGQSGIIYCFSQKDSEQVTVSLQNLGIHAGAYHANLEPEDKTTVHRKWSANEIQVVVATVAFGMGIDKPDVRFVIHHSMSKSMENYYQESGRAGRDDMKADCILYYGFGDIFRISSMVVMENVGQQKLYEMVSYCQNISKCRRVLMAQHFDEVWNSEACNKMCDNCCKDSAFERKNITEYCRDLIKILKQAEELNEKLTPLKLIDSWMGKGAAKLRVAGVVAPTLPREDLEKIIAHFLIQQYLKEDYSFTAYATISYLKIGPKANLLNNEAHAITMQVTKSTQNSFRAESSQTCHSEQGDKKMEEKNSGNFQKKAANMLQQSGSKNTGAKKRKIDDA
#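 RECQ1T1 50 nM; forked duplex (20 bp + 30-nt ss tails) 200 nM, ATP 2 mM final; pH 8.0, 2 mM MgCl2, 2.5 ug/ml poly(dI-dC); 15 min compound preincubation; discontinuous kinetic read over 2 h at RT.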
# RGS12 GoLoco inh: inhibitors of human Gai1-RGS12 GoLoco interaction (red fluorophore). Gai1:RGS12 GoLoco peptide FP, rhodamine, 10 min. Potency, µM (top dose mostly 61.6 µM), for the others: top-dose activity, negative = inhibition, actives largely listed as inhibitors. 0.44% of 230,000 active. AID 880; active = well fitted inhibition curve with a large enough effect, not every such curve was filed as active; inactive = no such curve, though single readings can be large or run the other way; note: nearly all actives have a fitted effect of over 30% in size; many of its hits are not listed in these tables
# Target sequence (P63096 whole entry, looked up): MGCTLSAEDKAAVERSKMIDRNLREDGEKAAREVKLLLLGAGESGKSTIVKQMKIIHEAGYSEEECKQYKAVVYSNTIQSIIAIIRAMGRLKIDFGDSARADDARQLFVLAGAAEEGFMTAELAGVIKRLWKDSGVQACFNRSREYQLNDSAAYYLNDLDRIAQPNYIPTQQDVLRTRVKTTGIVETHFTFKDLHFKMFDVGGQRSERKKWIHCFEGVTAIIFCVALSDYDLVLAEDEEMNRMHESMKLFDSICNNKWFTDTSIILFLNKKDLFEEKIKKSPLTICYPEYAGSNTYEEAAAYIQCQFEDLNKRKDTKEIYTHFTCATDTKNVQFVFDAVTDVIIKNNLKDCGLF
# TR SRC2 fluor cs: Texas Red fluorescence interference in TRb-SRC2 counter-screen; Potency, µM (top dose mostly 106 µM), for inactives: at the top dose fluorescence change, negative = quenching; 0.29% of 280,000 active; TRb/SRC2 Texas Red total fluorescence interference; active = well fitted curve in either direction with a large enough effect; inconclusive = small, poorly fitted or top-dose-only effect
#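 Human TRβ ligand-binding domain (0.6 uM) and Texas Red SRC2 peptide (20 nM) in Tris buffer with 1 uM T3 and 5% DMSO were incubated with pinned compound for 5 hr at ambient temperature. Total fluorescence was computed as S + 2P (555/632 nm).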
# The depositor's hits bear a star; i = inactive; ? = inconclusive; nt = not tested or not shown; & = joins results of further samples; [ ] = remark or other dose. Unless noted, calls come from the whole dose curve; as a rule, active = well fitted curve in the direction sought with a large enough effect; inconclusive = small, poorly fitted or top-dose-only effect, or another doubt; inactive = no such curve, though single readings can be large; an effect the other way counts as inactive or inconclusive. Unless noted, % is set by controls: 0 for no effect and ±100 for the full control effect; potency is the fitted concentration of half-maximal effect. Some of the compounds tested, so the mix of outcomes need not match the whole.
SMILES,aGlu spleen mod,GAA inh,GAA glycogen mod,TRb SRC2 PPI,L3MBTL1 inh,RECQ1 inh,RGS12 GoLoco inh,TR SRC2 fluor cs
COc1ccc(C(CC(=O)NCC(OC)OC)NS(=O)(=O)c2ccc(Cl)cc2)cc1 (centres undefined),-1%,1%,3%,-1%,nt,-4%,0%,-5%
COc1ccc(NC(=O)COc2ccc(N(C)S(=O)(=O)c3ccc(C)cc3)cc2)cc1,0%,-22%,6%,2%,-2%,0%,3%,-1%
O=C(C1CCCCN1S(=O)(=O)c1ccccc1)N1CCN(Cc2ccccc2)CC1 (centres undefined),-10%,?,0%,3%,nt,-10%,6%,-3%
CCn1c(SCC(=O)c2ccccc2)nnc1-c1ccoc1C,-5%,0%,-9%,8%,-2%,-17%,-8%,4%
CC(C)Cc1nc2oc3c(NCCCN4CCOCC4)ncnc3c2c2c1CCC2,-18%,-3%,-2%,0%,4%,-2%,-5%,1%
CC1=C(C(N)=O)C(c2cccc(O)c2)n2nc(CCCO)nc2N1 (centres undefined),-5%,?,-7%,5%,-3%,-5%,3%,3%
COc1ccccc1C1N(c2ccc(F)cc2)C(=O)C2CCCN21 (centres undefined),-1%,0%,4%,1%,0%,-2%,4%,3%
COc1cccc(-c2nc3ccccc3c(=O)n2NC(=O)c2cccnc2Cl)c1,3%,-2%,-4%,0%,1%,-1%,-1%,7%
COCCN1CN=C(Nc2nc3ccccc3s2)NC1,-8%,14%,12%,-13%,1%,-1%,10%,0%
O=C(CCCCCn1nnc2ccccc2c1=O)N[C@H](C(=O)O)c1ccccc1,4%,nt,4%,-5%,10%,-2%,11%,-4%
COc1ccc2c(c1)C(=NNC(=O)c1ccccn1)c1cc(OC)ccc1-2,-4%,0%,3%,-27%,2%,-5%,11%,1%
Cc1ccc2nc(/C(C#N)=C\c3cc(C)n(-c4cccc([N+](=O)[O-])c4)c3C)[nH]c2c1,-7%,-7%,-4%,-1%,nt,-12%,8%,0%
CCOC(=O)CSC1=C(C#N)C(c2ccc3c(c2)OCO3)CC(=O)N1 (centres undefined),0%,-1%,4%,-15%,nt,-2%,3%,2%
COc1ccc(C(=O)N2CC3(C)CC2CC(C)(C)C3)cc1OC (centres undefined),-6%,4%,-9%,16%,-5%,1%,5%,4%
Cc1cc(NC(=O)c2ccc(Cl)cc2)c(C(C)C)cc1O,1%,3%,-20%,-1%,3%,-5%,8%,1%

# Some values from above.
# In TR SRC2 fluor cs, O=C(C1CCCCN1S(=O)(=O)c1ccccc1)N1CCN(Cc2ccccc2)CC1 (centres undefined) is listed with -3%
# In aGlu spleen mod, O=C(CCCCCn1nnc2ccccc2c1=O)N[C@H](C(=O)O)c1ccccc1 is listed with 4%
# In RGS12 GoLoco inh, CC1=C(C(N)=O)C(c2cccc(O)c2)n2nc(CCCO)nc2N1 (centres undefined) is listed with 3%

# Further records:
SMILES,aGlu spleen mod,GAA inh,GAA glycogen mod,TRb SRC2 PPI,L3MBTL1 inh,RECQ1 inh,RGS12 GoLoco inh,TR SRC2 fluor cs
CCCc1cc(=O)[nH]c(SCc2ccc(F)cc2)n1,1%,nt,-3%,0%,10%,i,-2%,-1%
O=C(Nc1ccc(C(=O)N2CCOCC2)cc1)Nc1cccc2ccccc12,-12%,1%,-6%,-2%,nt,-2%,10%,0%
CN(/N=C/c1ccc(Br)o1)C1=NS(=O)(=O)c2ccccc21,4%,?,9%,-7%,nt,-2%,-1%,-4%
Cc1nn(CCc2nn[nH]n2)c2nc(-c3ccccc3)cc(C(F)(F)F)c12,3%,-8%,2%,-1%,nt,-1%,-1%,-1%
O=C(COC(=O)c1ccccc1O)NCCC1=CCCCC1,1%,-11%,-5%,-5%,12%,-8%,-5%,-1%
CCC(C)NC(=O)/C=C/c1ccc(S(=O)(=O)NCc2ccco2)cc1 (centres undefined),-2%,-10%,21%,-8%,?,12%,-1%,-2%
CCN(Cc1ccccc1)C(=O)Cn1c(C(C)O)nc2ccccc21 (centres undefined),-4%,4%,9%,2%,-8%,-17%,-2%,-2%
Cc1ccc(OCC(=O)Nc2ccccc2[N+](=O)[O-])c(Br)c1,nt,-14%,3%,-3%,7%,1%,-5%,1%
O=C(Nc1ccc2oc(-c3ccncc3)nc2c1)c1ccc2c(c1)OCCO2,-2%,nt,7%,1%,nt,i,41%[activator],-1%
CN(C)CCCN(C(=O)COc1ccc(Cl)cc1)c1nc2c(F)cccc2s1,9%,-5%,2%,-8%,nt,6%,1%,-2%
COc1ccc(S(=O)(=O)N2CCCCC2)cc1-n1cnnn1,1%,2%,-2%,0%,14%,i,-7%,1%
O=C(Cn1c(=O)n(Cc2ccco2)c(=O)c2c3c(sc21)CCCCC3)c1ccccc1,-8%,?,5%,2%,35µM*,-28%,10%,-6%
CC1(C)CC(NC(=S)Nc2ccc([N+](=O)[O-])cc2)CC(C)(C)N1,-4%,-4%,-4%,7%,-15%,13%,1%,-1%
COc1ccc(-c2csc(N(Cc3ccco3)C(=O)c3cccs3)n2)cc1,-16%,nt,-7%,3%,nt,-18%,14%,-1%
CCC(=O)Nc1ccc(C(=O)N/N=C/c2ccccc2[N+](=O)[O-])cc1,-17%,12%,11%,3%,-4%,i,-2%,-4%
CCCN1Cc2cccc(C(=O)NCc3cccs3)c2C1=O,-2%,0%,2%,0%,4%,-1%,15%,0%
O=S(=O)(NC1CCCC1)c1ccccc1Cl,-4%,7%,-1%,2%,37%[activator],-3%,-18%,-7%
CCOc1ccc(-c2nc(C#N)c(N3CCOCC3)o2)cc1,7%,5%[15.4 µM],-10%,-3%,-9%,-18%,3%,-6%
COCC(=O)Nc1cc(C(=O)Nc2cccc(C)c2C)ccc1Cl,4%,-6%,0%,-3%,nt,i,-4%,2%
CCN(CC)CCNC(=O)c1ccccn1,1%,-9%,3%,-28%,4%,-18%,-8%,4%
CC1(C)Cc2ccccc2C(NNC(=O)c2ccncc2)=N1,-1%,7%,-5%,-1%,6%,-1%,1%,-2%
COc1ccc(C(=O)Nc2cc(OC)c(NC(=O)c3ccco3)cc2OC)cc1,-9%,2%,-1%,-13%,nt,-12%,28%,12%
c1ccc2cc(C3=NCCN3)ncc2c1,-1%,nt,nt,-4%,nt,-1%,5%,0%
CCCCn1c(NCc2ccccc2NS(=O)(=O)c2ccc(C)cc2)nc2ccccc21,-5%,?,-8%,2%,-8%,-8%,-4%,-1%
CCNC(=S)N(Cc1ccc2c(c1)OCO2)C1CC(=O)N(c2ccc(F)cc2)C1=O (centres undefined),-3%,-5%,-11%,-3%,-1%,-1%,2%,-4%
CC1CCCCN1C(=O)/C(=C\c1ccccc1)c1ccccc1 (centres undefined),0%,3%,8%,3%,-7%,i,-10%,2%
Cn1c(SCc2nnc3n2CCCCC3)nc2ccccc21,-17%,-1%,5%,-22%,-11%[11.4 µM],i,7%,0%
O=c1nc(-c2ccccc2)nc(-c2ccccc2)[nH]1,3%,nt,-8%,10%,7%,-13%,-1%,0%
CC(C)CC(NC(=O)OC(C)(C)C)C(=O)NC(C(=O)NC(C)C(N)=O)C(C)C (centres undefined),4%,-5%,8%,-26%,4%,0%,3%,0%
COCCCNC(=O)CN1CCN(Cc2ccc(Cl)cc2)C1=O,-5%,0%,-14%,-3%,nt,-4%,10%,3%
CCCCC1CCC(c2nc(-c3cccnc3)no2)CC1 (centres undefined),2%,?,-6%,-11%,-4%,8%,35%[activator],-2%
C=C1CSc2nc(=O)c3c4c(sc3n21)CCC4,-7%,1%,6%,-1%,2%,i,7%,1%
Cc1ccc(Nc2nc(C(=O)NCc3ccco3)cs2)cc1,-5%,-2%,-4%,13%,-1%,-10%,6%,-7%
COc1ccc(C(=O)NCC(=O)NCCc2c[nH]c3ccccc23)cc1OC,0%,0%,7%,-9%,nt,-4%,3%,-1%
CCCCCCCCCCCCCC(=O)N[C@H](C)[C@@H](O)c1ccccc1,-2%&10%,nt,nt,-8%&4%,nt,3%,3%&-2%,-1%&-2%
COc1ccc(Cl)cc1S(=O)(=O)N1CCN(Cc2ccc3c(c2)OCO3)CC1,-8%,-6%,0%,6%,-3%,-4%,-1%,0%
COc1ccc2nc(NC(=O)c3cccnc3SC)sc2c1,4%,1%,3%,-7%[53 µM],5%,-7%,6%,-1%[53 µM]
COc1ccc(/C=N/NC(=O)CCc2nc3ccccc3[nH]2)cc1,3%,-2%,-2%,-1%,-5%,0%,3%,0%
CCN(CC)Cc1c(O)ccc2c(C)c(CC(=O)OC)c(=O)oc12,?,?,24%,-4%,nt,-6%,6%,0%
Cc1nc(-c2ccc(-n3nncc3-c3ccco3)cc2)cs1,-4%,-3%,-1%,-2%,-29%,-10%,10%,-4%
CCOc1ccc(OCCCC(=O)NC2=NCCS2)cc1,-1%,3%,2%,-6%,nt,-9%,8%,1%
O=c1c2ccccc2oc2nc3n(c(=O)c12)CCCS3,-13%,-2%,2%,-5%,3%,-6%,9%,-4%
CCOC(=O)C(Oc1ccc(=O)n(-c2ccccc2)n1)C(C)=O (centres undefined),-1%,-3%,-4%,13%,-7%,0%,-9%,1%
O=[N+]([O-])c1ccc(O)c(Nc2ncnc3ccccc23)c1,-7%,-1%,-21%,-3%[53 µM],4%,i,10%,0%[53 µM]
Nc1c(C(=O)NCc2ccccc2)nnn1Cc1cccc(Cl)c1,7%,-4%,-11%,-4%,nt,1%,3%,2%
COc1cc(NC(=O)c2ccc3c(c2)OCO3)ccc1NC(=O)C(C)C,4%,2%,5%,8%,1%,-3%,1%,-1%
O=C1c2ccccc2C(=O)N1CN(C(=O)COc1ccc(Cl)cc1Cl)c1cccc(F)c1,-8%,-6%,5%,-4%,13%,-5%,6%,-1%

# Full records from above. Screens in order: aGlu spleen mod, GAA inh, GAA glycogen mod, TRb SRC2 PPI, L3MBTL1 inh, RECQ1 inh, RGS12 GoLoco inh, TR SRC2 fluor cs
# `COc1ccccc1C1N(c2ccc(F)cc2)C(=O)C2CCCN21` (centres undefined) across the screens: -1%, 0%, 4%, 1%, 0%, -2%, 4%, 3%
# `CC1(C)CC(NC(=S)Nc2ccc([N+](=O)[O-])cc2)CC(C)(C)N1` across the screens: -4%, -4%, -4%, 7%, -15%, 13%, 1%, -1%
